PRMT1 inh – blocks human protein arginine methyltransferase 1; 1.3% of 370,000 active; inhibition, % at 2.79 µM; AID 652257; recombinant PRMT1, activity-based probe fluorescence polarization; Q99873;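 active means inhibition above about 21% made by adding two undisclosed values, limit read from the data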
Target sequence (Q99873 whole entry, looked up): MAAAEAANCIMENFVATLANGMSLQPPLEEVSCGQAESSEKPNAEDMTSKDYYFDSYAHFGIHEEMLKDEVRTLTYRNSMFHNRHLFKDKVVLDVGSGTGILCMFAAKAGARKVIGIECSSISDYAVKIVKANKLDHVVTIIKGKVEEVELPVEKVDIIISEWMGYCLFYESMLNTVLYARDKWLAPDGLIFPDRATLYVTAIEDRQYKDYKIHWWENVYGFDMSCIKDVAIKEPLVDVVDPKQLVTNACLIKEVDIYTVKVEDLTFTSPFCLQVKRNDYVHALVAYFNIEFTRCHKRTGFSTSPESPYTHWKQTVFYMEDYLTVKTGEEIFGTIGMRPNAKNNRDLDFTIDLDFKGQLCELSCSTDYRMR
ABHD4 inh – inhibitors of mouse ABHD4; Q8VD66; purified mABHD4, FP-Rh probe fluorescence polarization; inhibition, % at 8.92 µM; 0.54% of 370,000 active; AID 720543;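 active means inhibition exceeding the mean over every tested compound plus 3 SD, cut at about 30% in these data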;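 further: 0% = plate median of compound wells and 100% = S159A mutant with DMSO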
Target sequence (Q8VD66 whole entry, looked up): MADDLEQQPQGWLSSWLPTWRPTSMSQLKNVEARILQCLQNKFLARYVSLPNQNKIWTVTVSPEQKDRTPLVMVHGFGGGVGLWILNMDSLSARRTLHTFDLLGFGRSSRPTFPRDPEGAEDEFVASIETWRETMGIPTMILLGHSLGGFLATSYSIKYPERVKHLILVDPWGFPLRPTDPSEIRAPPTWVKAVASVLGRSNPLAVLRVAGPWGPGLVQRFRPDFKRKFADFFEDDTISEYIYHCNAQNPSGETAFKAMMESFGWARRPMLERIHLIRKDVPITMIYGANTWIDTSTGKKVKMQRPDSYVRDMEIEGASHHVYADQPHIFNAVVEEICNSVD
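assay system = mABHD4 protein | compound dosing = single nominal dose of 8.92 µM, 0.89% DMSO final | read-out basis = percent inhibition of probe binding, normalized to plate controls | schedule = Enzyme–compound pre-incubation 45 min, then probe 60 min, both 25 °C | detection = fluorescence polarization, excitation 525 nm, emission 598 nm, BODIPY TMR filters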
HTRA1 inhibitor – inhibitors of human serine peptidase HTRA1. 0.5% of 340,000 active. Q92743. AID 504803. recombinant HTRA1, FP-rhodamine activity-based probe, fluorescence polarization. inhibition, % at 5.96 µM; in the data active means inhibition above about 36%;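 further: 0% = enzyme with DMSO and 100% = wells lacking enzyme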
rCAG RNA binder – binds r(CAG) RNA repeats; inhibition, % at 3 µM; r(CAG) RNA repeat, TO-PRO-1 dye displacement fluorescence; AID 651821; 1.3% of 370,000 active;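 active means inhibition above the plate cutoff, the mean of all test compounds on that plate plus 3 SD, cut at about 35% in these data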;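 further: 0% = DMSO alone and 100% = 100 µM mitoxantrone as full dye displacement; higher means more dye released from RNA so lower well fluorescence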
TDP2 inh – TDP2 (human) inhibition, absorbance primary screen. recombinant TDP2, T5PNP hydrolysis, p-nitrophenol absorbance 415 nm. inhibition, % at 12.8 µM. 0.34% of 370,000 active. AID 720702;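 active means inhibition above the mean of all tested compounds plus 3 SD, set per campaign, cut at about 25% in these data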;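 further: 0% = DMSO with enzyme and 100% = buffer with substrate but no TDP2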
Target sequence (O95551 whole entry, looked up): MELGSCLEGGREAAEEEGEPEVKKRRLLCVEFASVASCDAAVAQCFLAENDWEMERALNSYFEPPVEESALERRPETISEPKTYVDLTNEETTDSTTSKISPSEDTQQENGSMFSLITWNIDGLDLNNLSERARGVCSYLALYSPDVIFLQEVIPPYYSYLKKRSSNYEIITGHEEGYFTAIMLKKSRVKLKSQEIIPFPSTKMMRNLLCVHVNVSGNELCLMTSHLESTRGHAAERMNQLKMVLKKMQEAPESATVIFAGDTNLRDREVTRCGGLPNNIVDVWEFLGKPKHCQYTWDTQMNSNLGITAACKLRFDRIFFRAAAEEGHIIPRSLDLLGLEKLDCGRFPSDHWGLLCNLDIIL
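Assay system: recombinant human TDP2 / Reagent: T5PNP substrate at 5 mM, a TopII-DNA adduct mimic / Measured by: epi absorbance from released p-nitrophenol / Evaluation: % inhibition relative to enzyme-containing and enzyme-free wells / Control set: enzyme-free and DMSO wells / Replicates: each compound tested once, singlicate / Schedule: enzyme reaction with compound for 2 h at 37 °C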
PG9 Ab binder – binds the HIV-1 gp120 antibody PG9. 0.43% of 360,000 active. inhibition, % at 6.7 µM. TR-FRET gp120-PG9 antibody binding; in the data active means inhibition above about 8.5%
TCR CD3 inh – inhibitors of human TCR-CD3 interaction; 0.37% of 360,000 active; TAMRA-labeled TCR probe fluorescence, biochemical; inhibition, % at 9.4 µM; in the data active means inhibition above about 19%;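 further: recombinant mutant TCR 2C K166C tagged with TAMRA read by polarization; 0% = receptor in buffer alone and 100% = receptor with positive control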
SIAE primary – inhibitors of human sialic acid acetylesterase SIAE; SIAE FP-Rh probe binding, fluorescence polarization; inhibition, % at 9.66 µM; 0.69% of 370,000 active; AID 1053197;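 active means inhibition above a cutoff: mean of compounds within the control limits plus 3 SD of those, cut at about 17% in these data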;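 further: 0% = plate median of compound wells and 100% = probe without SIAE protein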
Rev-erbA mod – modulators of human Rev-erb alpha DNA binding; activity, % at 10 µM; 0.79% of 370,000 active; P20393; Rev-erbα–FITC-DNA binding, fluorescence polarization, 90 min; AID 1259318;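 active means activity above about 14%, limit read from the data; passing the limit was not always enough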;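 further: 0% = DMSO wells with 35 nM protein and 100% = DMSO wells with 750 nM protein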
LEDGF integ inh – blocks HIV-1 LEDGF/p75-dependent DNA integration | inhibition, % at 3.7 µM | 0.64% of 370,000 active | TR-FRET IN-LEDGF/p75 DNA integration, Eu/Cy5 | AID 743269;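 active means inhibition above the screen-wide mean plus 3 SD, cut at about 13% in these data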;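 further: signal is the Cy5 over europium emission ratio at 671 and 618 nm; 0% = plate median of compound wells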
* = called active by the depositor; · = no result given.

SMILES	PRMT1 inh	ABHD4 inh	HTRA1 inhibitor	rCAG RNA binder	TDP2 inh	PG9 Ab binder	TCR CD3 inh	SIAE primary	Rev-erbA mod	LEDGF integ inh
Cc1ccccc1-c1cc(C(=O)O)nn1CC1CC(c2cccc([N+](=O)[O-])c2)=NO1 (stereo not given)	0	6	-2	22	-3	0.8	-1	-3	7	2
O=C(/C=C/c1ccccc1)N(Cc1cccc(Cl)c1)C1CCS(=O)(=O)C1 (stereo not given)	-5	-7	6	-4	6	-2.4	-2	1	1	-1
Cn1c(=O)c2c(nc(SCCN3CCCCC3)n2Cc2ccccc2)n(C)c1=O	2	-3	-8	-2	2	-2.8	3	2	3	2
C=CCN(C(=O)c1csnn1)C(C(=O)NC1CCCCC1)c1ccc(F)cc1 (stereo not given)	0	2	1	-3	2	0.9	-8	-5	3	-3
COc1ccc(C(C)=O)cc1CSc1nnc(Nc2ccccc2C)s1	1	-4	-28	13	11	-1.0	-3	-8	4	0
CN(C)/C=C(\C#N)C(=O)Nc1ccc(F)c(Cl)c1	-3	2	-5	2	5	-3.8	-6	7	-8	2
CC(C)[C@H](NC(=O)Cc1ccccc1)C(=O)OCc1cc(=O)n2c(n1)sc1ccccc12	0	0	-5	17	-9	9.6*	12	-3	-9	5
CCOC(=O)N1CCN(S(=O)(=O)c2ccc(C)c([N+](=O)[O-])c2)CC1	-4	2	-2	-2	-3	-3.7	3	2	6	8
CCc1nc2ccccc2n1CC1CC1(Cl)Cl (stereo not given)	-1	-3	7	-4	3	1.1	0	0	-1	0
CCN(CC(=O)N1CCCC1)S(=O)(=O)c1cc(C)ccc1OC	-4	0	-2	-2	12	1.0	4	7	12	5
Cc1ccc(CNC(=O)C(=O)NCC2OCCN2S(=O)(=O)c2ccc(C)cc2)cc1 (stereo not given)	-1	-7	5	1	-12	0.9	0	-4	8	3
CC(C)CNC(=O)COC(=O)c1n[nH]c2ccccc12	-3	0	0	-1	9	-0.7	3	-9	2	1
Cc1ccc(NC(=O)CCCCCN2C(=O)[C@@H]3Cc4ccccc4CN3C2=O)cc1	-2	-4	-5	-7	-8	-2.9	6	1	7	3
COc1ccc(-c2csc(/C=C/c3ccc4c(c3)OCO4)n2)cc1OC	-2	7	-1	5	7	-0.2	-3	10	0	-1
O=C1NC(O)(c2ccccc2)Oc2ccccc21 (stereo not given)	1	3	3	1	8	2.5	1	5	1	-3
CCCCCCCCN1C(=O)[C@@H](CC(=O)NCCCOCCCC)C[C@@]2(C(=O)OC)C1=C[C@H](C(C)(C)C)O[C@@H]2C	2	7	·	6	-14	-0.3	-5	0	6	-3
COC(=O)C[C@@H]1CC[C@@H]2[C@H](COc3ccc(NC(=O)c4ccc(F)c(F)c4)cc3C(=O)N2C)O1	1	6	·	4	-3	·	·	9	3	-2
C1CN(CC2CCN(c3nc4nonc4nc3N3CCSCC3)CC2)CCO1	-2	0	-1	-2	4	0.2	6	-1	-2	0
CC(Nc1ccc2c(c1)OCCO2)C(=O)Nc1ccc2c(c1)OCO2 (stereo not given)	10	-5	2	-1	-9	-2.2	0	-1	-5	-3
COc1ccc(OC)c(NC(=O)C2CC(=O)N(c3ccc(Br)cc3)C2)c1 (stereo not given)	1	4	-12	0	-1	-0.3	-4	3	2	2
O=S(=O)(c1ccc(OCC(O)CN2CCc3ccccc3C2)cc1)N1CCOCC1 (stereo not given)	1	-3	-3	-5	8	-0.9	3	5	0	3
O=c1c(/C=C(\O)c2ccc(F)cc2)nc2ccccc2n1-c1ccccc1	1	-4	-5	4	-9	0.2	-1	-6	2	4
Cc1cnc(C(=O)OCC(=O)NC23CC4CC(CC(C4)C2)C3)cn1	1	-8	-1	-3	-2	0.2	-5	-6	2	2
Cc1ccc(C(=O)Nc2ccc(Cl)cc2C(F)(F)F)c(Cl)c1	-2	-1	-1	-3	-4	0.1	10	1	12	1

Single records, as listed above.
O=S(=O)(c1ccc(OCC(O)CN2CCc3ccccc3C2)cc1)N1CCOCC1 (stereo not given) in the list: PRMT1 inh: 1; ABHD4 inh: -3; HTRA1 inhibitor: -3; rCAG RNA binder: -5; TDP2 inh: 8; PG9 Ab binder: -0.9; TCR CD3 inh: 3; SIAE primary: 5; Rev-erbA mod: 0; LEDGF integ inh: 3
O=C1NC(O)(c2ccccc2)Oc2ccccc21 (stereo not given) in the list: PRMT1 inh: 1; ABHD4 inh: 3; HTRA1 inhibitor: 3; rCAG RNA binder: 1; TDP2 inh: 8; PG9 Ab binder: 2.5; TCR CD3 inh: 1; SIAE primary: 5; Rev-erbA mod: 1; LEDGF integ inh: -3

(further entries)
SMILES	PRMT1 inh	ABHD4 inh	HTRA1 inhibitor	rCAG RNA binder	TDP2 inh	PG9 Ab binder	TCR CD3 inh	SIAE primary	Rev-erbA mod	LEDGF integ inh
C=CCNC(=O)N1CCC(n2nccc2NC(=O)CCc2ccccc2)CC1	-3	-9	5	2	-16	-1.6	5	-11	-4	1
CSc1ncccc1C(=O)NCCc1ccccc1	-1	0	0	-1	12	-1.1	5	-2	-5	2
CN(C)Cc1ccccc1CNC(=O)c1ccc(Cl)c(S(=O)(=O)NC2CC2)c1	-1	4	7	-2	6	-1.2	-1	-12	2	1
C/C(=N\NC(=O)c1ccc(-n2cnnn2)cc1)c1ccc(C)cc1	-1	2	-3	2	4	-0.7	-4	2	7	3
OC1(c2ccc(Br)cc2)CCNCC1	0	18	8	-3	-18	-2.0	1	1	0	-1
CC(CCc1ccccc1)NC(=O)Cc1cccs1 (stereo not given)	1	0	-5	1	7	0.0	-5	-5	-5	-4
COc1ccc(NC(=O)CN(C)S(=O)(=O)c2ccc(C)cc2)c([N+](=O)[O-])c1	-1	-4	-2	-1	-8	-0.8	-3	6	0	2
CCc1ccccc1NC(=O)NC1CC2CCC(C1)N2Cc1ccco1 (stereo not given)	1	4	-4	-4	3	-1.1	-4	-1	6	-8
C=CCn1c(SCC(=O)N2CCCC2)nc2cc(C(=O)NCC3CCCO3)ccc2c1=O (stereo not given)	3	4	5	1	-12	-1.3	-3	1	2	-3
O=C1CCC(/C=C/c2ccccc2)=NN1Cc1ccccc1	-3	-2	-7	-6	-2	-2.8	9	3	5	-7
CC(=O)c1cn(CC(=O)Nc2ccccc2Cl)c2ccccc12	-4	2	-6	-1	-10	-3.2	-2	-3	1	8
CC(C)N(C)c1ncnc2c1ncn2[C@H]1CN(Cc2ccc(F)cc2)C[C@@H](CO)O1	-6	0	·	-3	-2	-0.9	-5	2	1	1
CCCNc1cc(C)oc(=O)c1C(=O)CC	-1	-5	2	6	-7	-4.0	2	9	8	5
Cc1nc2ccc(NC(=O)Cc3ccccc3F)cc2s1	0	-2	-20	-1	-1	1.6	4	0	5	-1
CCCCC[C@H](O)/C=C/[C@@H]1[C@@H](C/C=C\CCCC(=O)O)[C@@H](O)C[C@H]1O	1	3	3	3	5	-0.5	-4	0	-6	2
CC(C)NC(=O)COc1ncnc2sccc12	-3	6	0	3	-1	-0.3	-1	4	4	4
COc1ccc(C(=O)O)cc1S(=O)(=O)Nc1ccc(N2CCCCC2)cc1	1	9	-11	2	-2	-2.0	1	-2	-3	-2
Cc1cc2nc(-c3cccc(Br)c3)c(Cc3ccccc3)n2c(C)c1Br	7	0	·	31	2	1.4	0	-10	-4	0
OCC[C@H]1C[C@@H](O)[C@H](O)[C@]2(CCCc3ccccc3O2)O1	2	-7	0	1	6	-2.3	-6	1	1	-2
CCCCCn1cnnc1SCC(=O)c1c(N)n(C2CC2)c(=O)[nH]c1=O	-2	-1	3	-3	-7	-2.2	-1	0	-2	4
Nc1nc(-c2c[nH]c3ccccc23)cs1	9	9	16	20	1	-1.4	-19	3	5	2
Cc1cccc(-c2ccc3c(c2)C2CC3CCN2Cc2ccc3c(c2)OCO3)c1 (stereo not given)	3	-2	-16	5	-4	-1.1	-4	-1	3	0
Cc1nnc(SCCOc2ccccc2)s1	2	2	-1	0	6	-0.5	2	-4	9	-1
COc1nc(N)c(S(=O)(=O)c2ccccc2)cc1C#N	-2	-2	-2	4	-8	-0.8	-3	-11	-1	-4
Clc1nccc(N2CCN(c3ccccc3Cl)CC2)n1	-5	-1	·	-6	11	-0.8	-3	7	1	-1
CN(C)CCOc1ccc(C(C)(C)c2ccccc2)cc1	5	21	5	-3	13	-1.9	2	3	-1	-3
COc1ccc(N2CCN(C(=O)CSc3nc(C)cs3)CC2)cc1	-9	4	0	-2	3	-2.2	5	1	7	3
COc1ccc(Cl)cc1S(=O)(=O)NC(C)c1cnn(-c2ccccn2)c1C (stereo not given)	-3	5	0	3	-3	0.3	3	-7	-4	-2
Cc1ccccc1CSc1ccc2nnc(-c3ccccn3)n2n1	0	5	2	-6	-10	-1.3	-2	5	-7	-1
Cc1cc(C)cc(NC(=O)CCc2c(C)nn(-c3ccc(N4CCOCC4)nn3)c2C)c1	-5	-3	-1	-5	-13	-1.5	2	-4	8	-2
CN(C(=O)CSc1ncnc2sc(-c3ccccc3)cc12)C1CCS(=O)(=O)C1 (stereo not given)	1	-5	-5	5	16	-2.0	-2	-4	-1	-3
O=C1NC[C@H](CCCCN2C[C@@H](Cc3ccccc3)N(CCC3CCCCC3)C(=O)C2=O)N(CCC2CCCCC2)C1=O	-3	10	·	6	-9	-0.8	-5	0	-13	3
COc1ccc(S(=O)(=O)Nc2cccc3c2O[C@H](CN(C)S(=O)(=O)c2cccs2)[C@@H](C)CN([C@H](C)CO)C3=O)cc1	-1	0	-6	3	-7	0.5	5	-6	-5	-2
CCc1cc(=O)oc2cc(OC(C)C(=O)NCC3CCC(C(=O)O)CC3)c(Cl)cc12 (stereo not given)	0	-6	-8	1	-1	-0.3	-7	-3	7	-4
CCCCOC(=O)Nc1ccc(S(=O)(=O)Nn2cnnc2)cc1	-2	0	-4	2	1	-2.3	6	9	-1	2
O=C(NCCc1ccccn1)C1CC(=O)N(Cc2ccccc2Cl)C1 (stereo not given)	1	5	3	-1	9	0.2	-2	-6	-3	0
COc1ccc(C2Nc3ccccc3C(=O)N2Cc2ccccc2)cc1CN1CCOCC1 (stereo not given)	-2	3	-1	-5	-8	0.0	3	-3	-5	-4
Cc1ccc2cc(C#N)c(NCCCNC(=O)C3CCCO3)nc2c1 (stereo not given)	1	5	-3	-5	-2	-0.5	5	-9	0	0
CC(=O)Nc1cccc(NC(=O)CCNC(=O)c2ccc(Cl)cc2)c1	3	5	6	-2	-4	-1.4	-6	7	3	-7
CCC(=O)Nc1nc(C)c(-c2csc(Nc3cccc(O)c3)n2)s1	49*	-3	12	17	-19	0.0	-6	14	-1	7
Cc1cc(NC(=O)COc2ccc([N+](=O)[O-])cc2)no1	2	-3	-2	1	1	-1.0	-3	5	3	2
CC1(C(=O)N/N=C/c2cc3c(cc2Br)OCO3)CC1(Br)Br (stereo not given)	2	-10	-19	-1	10	0.8	5	-7	15	1
CCS(=O)(=O)c1ccc2oc(Nc3cc(Cl)ccc3OC)nc2c1	1	0	-4	2	6	3.2	6	-3	4	0

Screens (PubChem BioAssay)

These rows are one share of the data. The share of hits here may be higher or lower than overall.
